# Bioassay records from PubChem.
# TLR9-MyD88 block: inhibitors of TLR9-MyD88 association in cells, primary screen, cell-based, CHO, BLA complementation, fluorescence. CCF4 FRET ratio. inhibition, % at 4.98 µM. hit rate 0.21% among 340,000;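 active means inhibition above the mean over all tested compounds plus 3 SD, cut at about 21% in these data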;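 further: 0% = DMSO only wells and 100% = clavulanate BLA inhibitor control wells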
# NOD2 RIPK2 PPI: NOD2-RIPK2 binding disruptors in cells, primary screen, fluorescence, CHO cells, BLA complementation; Receptor-interacting serine/threonine-protein kinase 2 (Homo sapiens), O43353; CCF4 ratio; inhibition, % at 4.98 µM; hit rate 0.38% among 360,000; in the data active means inhibition above about 21%;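 further: 0% = vehicle only and 100% = reference blocker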
# Target sequence (O43353 whole entry, looked up): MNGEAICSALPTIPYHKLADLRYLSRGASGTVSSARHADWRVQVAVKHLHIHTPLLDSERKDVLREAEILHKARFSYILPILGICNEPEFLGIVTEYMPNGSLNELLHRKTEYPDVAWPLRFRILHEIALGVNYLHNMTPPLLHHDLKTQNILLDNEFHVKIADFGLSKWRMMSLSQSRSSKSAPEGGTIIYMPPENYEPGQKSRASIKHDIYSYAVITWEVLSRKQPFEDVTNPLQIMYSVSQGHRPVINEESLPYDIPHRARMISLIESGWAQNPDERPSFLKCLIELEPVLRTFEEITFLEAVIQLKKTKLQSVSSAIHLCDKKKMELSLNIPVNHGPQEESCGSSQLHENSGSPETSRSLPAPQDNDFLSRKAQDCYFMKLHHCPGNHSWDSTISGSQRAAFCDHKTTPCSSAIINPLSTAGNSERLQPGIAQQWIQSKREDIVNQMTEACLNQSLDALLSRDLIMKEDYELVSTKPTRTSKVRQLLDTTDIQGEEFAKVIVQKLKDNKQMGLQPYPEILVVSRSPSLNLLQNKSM
# NCOA2 inhibitor: inhibition of GAL4-SRC2 driven luciferase reporter, primary screen, SRC2 inhibitor project, cell-based, luminescence | hit rate 0.17% among 370,000 | inhibition, % at 9 µM | Nuclear receptor coactivator 2 (Homo sapiens), Q15596 | HEK293 GAL4-SRC2 luciferase reporter;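 active means inhibition above the mean inhibition of all tested compounds plus 3 SD, set per campaign, cut at about 52% in these data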;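 further: 0% = DMSO treated cells and 100% = cells given Gossypol at 36 µM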
# LMP1 NFkB inh: EBV LMP1-driven NF-kappaB luciferase reporter inhibitors, primary screen, cell-based, luminescence, single point | LMP1-induced NF-kappaB luciferase reporter cells | inhibition, % at 12.5 µM | hit rate 0.69% among 350,000; in the data active means inhibition above about 41%;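 further: 0% = neutral control wells and 100% = reference inhibitor control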
# MC4R ag barr: MC4R agonists recruiting beta-arrestin, primary screen, cell-based, luminescence, agonist arm of biased-ligand search; Melanocortin receptor 4 (Homo sapiens), P32245; U2OS MC4R beta-arrestin complementation; percent of melanotan II response, DMSO zero; activation, % at 8.9 µM; hit rate 0.98% among 360,000;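 active means activation above a per-plate cutoff, the mean activation of sample wells on that plate plus 3 SD, cut at about 8% in these data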
# SRC1 inh: SRC1 coactivator transcriptional activity inhibitors, primary screen, cell-based, luminescence; Nuclear receptor coactivator 1 (Homo sapiens), Q15788; HEK293 GAL4-SRC1 luciferase reporter; inhibition, % at 3.6 µM; hit rate 0.12% among 360,000;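 active means inhibition above the campaign mean plus 3 SD, with each screening campaign given its own cutoff, cut at about 60% in these data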;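 further: 0% = DMSO treated cells and 100% = gossypol at 36 µM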
# MC4R antagonist: MC4R antagonists of cAMP signaling, primary screen, cell-based, TR-FRET, antagonist arm of biased-ligand search. MC4R-expressing cells, MTII-stimulated cAMP, LANCE TR-FRET. inhibition, % at 6.5 µM. hit rate 0.48% among 360,000. AID 540295, 2011;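 active means inhibition above its plate's cutoff, the mean of tested wells on that plate plus 3 SD, cut at about 29% in these data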;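 further: 0% = Melanotan II alone and 100% = Melanotan II plus saturating MCL0020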
#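 material = U2OS cells stably expressing human melanocortin 4 receptor (MC4R) | also added = Melanotan II challenge | dosing = single nominal compound dose of 6.5 µM | detection = TR-FRET with Eu-cAMP and labeled anti-cAMP, 671 nm | replication = singlicate | timing = compound 30 min, challenge 1 h, detection 1 h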
# NCOA3 inh: SRC3 coactivator transcriptional activity inhibitors, primary screen, cell-based, luminescence. Nuclear receptor coactivator 3 (Homo sapiens), Q9Y6Q9. HEK293 GAL4-SRC3 luciferase reporter. inhibition, % at 3.6 µM. hit rate 0.17% among 360,000. AID 588352, 2011;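 active means inhibition above a per-campaign cutoff, the mean of all compounds plus 3 SD, cut at about 60% in these data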;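 further: 0% = DMSO-treated cells and 100% = gossypol-treated cells at 36 µM; higher means less SRC3-driven luciferase light from the GAL4 reporter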
# ABHD5-PLIN5 inh: ABHD5-PLIN5 interaction inhibitors, primary screen, cell lysate, split luciferase complementation, luminescence; inhibition, % at 4 µM; Perilipin-5 (Homo sapiens) + 1-acylglycerol-3-phosphate O-acyltransferase ABHD5 (Homo …; Split G. princeps luciferase complementation, 4 h; AID 602281, 2012; hit rate 0.78% among 360,000;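 active means inhibition above the mean inhibition across every tested compound plus 3 SD, cut at about 22% in these data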;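 further: 0% = DMSO only wells and the 100% control is not disclosed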
# NR5A2 inv ag: LRH-1 (NR5A2) inverse agonists, primary screen, cell-based, luminescence, HEK293T, StAR-luciferase reporter; Nuclear receptor subfamily 5 group A member 2 (Homo sapiens), O00482; inhibition, % at 3.6 µM; LRH-1 transfected, 24 h; hit rate 0.13% among 360,000;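 active means inhibition above the mean inhibition of all tested compounds plus 3 SD, cut at about 73% in these data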;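 further: 0% = DMSO wells and 100% = reporter-only cells lacking LRH-1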
# NR2F2 inh: NR2F2 transcriptional activity inhibitors, primary screen, cell-based, luciferase reporter, HEK293T, luminescence; hit rate 0.7% among 370,000; COUP transcription factor 2 (Homo sapiens), P24468; inhibition, % at 8.6 µM; HEK293T NGFI-A luciferase reporter;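 active means inhibition above a per-plate cutoff, mean inhibition of test wells between control levels plus 3 SD, cut at about 38% in these data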;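 further: cells cotransfected with COUP-TFII expression vector driving the NGFI-A reporter; 0% = median of COUP-TF2 test wells and 100% = reporter-only cells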
# Target sequence (P24468 whole entry, looked up): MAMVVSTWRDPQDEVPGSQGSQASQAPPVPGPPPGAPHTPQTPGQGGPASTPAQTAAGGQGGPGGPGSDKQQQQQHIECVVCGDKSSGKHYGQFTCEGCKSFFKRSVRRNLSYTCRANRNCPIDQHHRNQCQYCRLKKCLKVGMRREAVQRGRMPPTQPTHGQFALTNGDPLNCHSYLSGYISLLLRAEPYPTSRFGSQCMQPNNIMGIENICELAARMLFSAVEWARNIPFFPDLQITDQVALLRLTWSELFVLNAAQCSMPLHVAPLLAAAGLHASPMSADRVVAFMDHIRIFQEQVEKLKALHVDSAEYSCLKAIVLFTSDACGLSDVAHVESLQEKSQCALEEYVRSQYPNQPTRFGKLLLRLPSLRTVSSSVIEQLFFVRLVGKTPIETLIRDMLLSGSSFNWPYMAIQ
# * = called active by the depositor; x = no result given. Only part of the results is shown, so the mix of outcomes need not match the whole.
# Below each SMILES: NCOA2 inhibitor	LMP1 NFkB inh	MC4R antagonist	TLR9-MyD88 block	MC4R ag barr	NR5A2 inv ag	SRC1 inh	ABHD5-PLIN5 inh	NR2F2 inh	NCOA3 inh	NOD2 RIPK2 PPI
Cc1cc(C)n2cc(CSCC(=O)O)nc2n1
  -12	0	-2	5	-1.1	7	-6	1	-8	11	0
COC(=O)c1ccc(CSc2nnc(CNC(=O)COc3ccc(Cl)cc3)o2)o1
  -10	-1	10	-12	0.6	-11	-18	-4	-8	14	8
Cc1ccc2c(c1)c(C)c(C)n2CC(O)CN1CCOCC1 (configuration not stated)
  -41	2	1	-4	2.2	10	-4	-1	-4	5	-3
COC(=O)c1cccc(-n2c(C)cc(/C=C3\SC(=O)NC3=O)c2C)c1
  -4	-15	13	0	-0.6	-58	-24	-5	7	-32	-2
c1ccc(COc2ccc3nocc3c2)cc1
  -71	-43	3	0	-0.1	-30	-91	-5	-58	-73	-1
CC1CN(C(=S)NC(=O)c2cccc([N+](=O)[O-])c2)CC(C)O1 (configuration not stated)
  -1	-1	7	3	-1.6	-17	-2	-3	-13	8	5
CC(=O)Oc1ccc(-c2cccc(C(=O)Oc3ccccc3)c2)cc1
  -25	-3	-20	-3	2.5	-6	-5	11	-7	8	-14
O=C(COc1cc2oc(=O)c3c(c2cc1Cl)CCC3)NCC1CCC(C(=O)O)CC1 (configuration not stated)
  -2	7	6	3	-2.0	-3	2	-1	-7	4	8
CC1(C(=O)Oc2ccccc2)Cc2ccccc2C(=O)O1 (configuration not stated)
  -7	-4	14	-2	0.8	-1	12	-4	2	11	-3
CCN(CC)Cc1nc2c(c(=O)[nH]1)C1(CCCC1)Cc1ccccc1-2
  -13	-12	6	1	1.9	-8	-32	-6	0	-5	-6
O=C(CCc1ccccc1)Nc1ccccc1C(F)(F)F
  -7	0	4	7	-0.4	-8	-74	-1	1	-4	-3
O=C(NCc1ccccc1)/C(NC(=O)c1ccccc1)=C(/Sc1ccccn1)c1ccccc1
  -20	1	0	6	-1.1	1	10	-5	6	14	-7
CCNC(=S)N1CC(C)OC(C)C1 (configuration not stated)
  -24	-3	2	-4	-1.9	-10	-2	-2	12	9	-4
O=C(NC1CCCC1)C(c1ccccn1)N(Cc1ccc(F)cc1)C(=O)c1csnn1 (configuration not stated)
  9	2	6	7	-0.1	11	7	3	-4	-1	-4
CC(C)OC(=O)c1c(NC(=O)c2cccs2)sc2c1CCCC2
  6	-4	20	0	-1.2	2	-13	-1	5	-10	-7
Cc1ccc2c(c1)C(O)(C1COC(C)(C)CC1=O)C(=O)N2C (configuration not stated)
  0	-2	-7	-6	1.3	-2	1	2	-6	8	-4
CC(Oc1ccccc1)c1ccnc2nc(N3CCOCC3)nn12 (configuration not stated)
  -19	-6	-5	0	-1.4	6	-6	-2	17	-7	1
C=CCn1cc(-c2ccc(Cl)cc2)cc(C#N)c1=O
  -36	1	5	10	0.7	23	-3	9	-9	24	-1
Clc1ccccc1-c1nc(-c2ccc(Br)o2)no1
  -49	-25	5	-3	1.7	-96	-135	-5	-64	-124	3
CC(C)CCN1C(=O)CCC1(C)C(=O)NC1CCCCCCC1 (configuration not stated)
  -28	-3	10	2	-0.4	9	-2	-2	7	-12	-2
COc1ccccc1C(CNC(=O)c1cccc(NS(=O)(=O)c2ccc(Br)cc2)c1)N(C)C (configuration not stated)
  -33	-9	-5	-9	-0.2	-8	7	-2	8	2	8
CC1Cc2cc(/C(O)=C3/C(=O)C(=O)N(CCCn4ccnc4)C3c3ccncc3)ccc2O1 (configuration not stated)
  5	-2	7	7	-2.1	-3	-9	-5	-6	-12	-12
CCN(CC)C(=O)c1cccc(NC(=O)C2=COCCO2)c1
  -19	5	14	-7	-1.1	8	6	9	14	-4	0
O=C1CCCC2=C1C(c1ccc3c(c1)OCO3)c1c([nH]n(-c3ccccc3)c1=O)N2 (configuration not stated)
  10	-2	6	-1	0.0	19	-6	-3	-8	-1	-5
COc1ccc2c(c1OC)C(=O)OC2CC(=O)c1ccc(O)c(O)c1 (configuration not stated)
  -30	3	2	-8	-1.5	-13	-6	2	6	9	-5
Cc1ccccc1C(=O)Nc1ccccc1NC(=O)c1ccccc1C
  -24	x	3	-1	-2.1	13	-4	-8	-3	5	-4
CCN(Cc1ccccc1)C(=O)COC(=O)CNS(=O)(=O)c1ccc(C)cc1
  12	-53	26	-9	-2.5	8	-8	1	6	13	-3
CCNC(=S)N/N=C(\C)c1ccc(N2CCOCC2)cc1
  -4	4	11	5	-2.3	-7	3	-5	-8	4	-1
CCOC(=O)[C@]12CCC=C1N(Cc1ccco1)C(=O)[C@H](CC(=O)N1CCCCC1)C2
  -2	x	x	x	x	2	x	3	-8	x	-12
CN(C)c1ccc(P(=O)(CC(=O)N/N=C/c2ccc(C#N)cc2)OCCCl)cc1 (configuration not stated)
  -5	3	-6	-2	-2.0	6	-9	2	2	10	7
COc1ccc(-n2c(Cc3cccn3C)nnc2SCC(=O)Nc2nc(C)cs2)cc1
  11	-3	8	-3	-0.1	5	-25	-6	18	-26	0
Clc1ccc(-c2nnc3n2CCCC3)cc1Cl
  -2	-2	5	8	-0.4	-14	20	2	6	14	-2
Cn1c(NCc2ccccc2F)nc2cc(-c3ccccc3)sc2c1=O
  -26	x	9	x	2.6	-1	5	-1	3	-16	8
COc1ccc(-c2ccc(SCC(=O)N3CCOCC3)nn2)cc1OC
  -15	-1	-2	1	-0.8	-24	-13	1	-11	-17	-5
CC(C)(C)OC(=O)N1Cc2ccccc2C[C@H]1C(=O)O
  -18	-3	15	-6	-0.7	-8	0	-1	4	-19	-7
CCS(=O)(=O)N1CCN(c2ccc(Cl)cc2[N+](=O)[O-])CC1
  9	11	1	8	-1.5	13	-6	1	10	-11	0
CCCS(=O)(=O)NC(=O)C1(C)CCCN(C(=O)c2cccc(Cl)c2)C1 (configuration not stated)
  -36	x	10	x	0.5	-31	-2	2	9	-13	1
COc1cc(C(=O)NNC(=O)NC2CCCCC2)cc(OC)c1OC
  15	5	-2	5	-1.1	-4	-3	5	-2	-16	2
COc1ccccc1Cc1c(C2CCCCC2)nc2c3ccccc3ccn12
  15	x	x	x	x	19	x	6	6	x	-10
COc1ccccc1/C=C/C(=O)NCC(=O)N/N=C(\CCC(=O)O)c1ccccc1
  -7	1	-2	2	-0.3	18	-18	-4	5	-2	1
O=C(CNC(=O)c1cc2ccccc2o1)NCc1cccs1
  -8	-11	4	6	-2.0	25	-9	1	-18	2	0
COc1cc(C(=O)Nc2cccc(-c3cn4cccnc4n3)c2)cc(OC)c1OC
  6	10	-1	-2	-1.4	20	25	-3	-24	18	3
O=C(C1CCCO1)N1CCC(c2nc3ccccc3[nH]2)CC1 (configuration not stated)
  3	-1	0	1	-3.4	-16	-9	4	16	-6	8
CC1(C)Cc2c(sc3nc[nH]c(=O)c23)CO1
  18	4	12	-4	3.3	7	-5	1	-28	-12	-2
COc1ccc2c(c1)c(=O)c(C(=O)c1ccc(F)cc1)cn2CC(=O)Nc1ccc(F)cc1
  -6	10	8	10	-0.4	25	0	6	18	-1	-14
COc1cc2c(cc1OC)CN(CC(=O)Nc1ccc(S(=O)(=O)N3CCCC3)cc1)CC2
  12	-5	6	11	-1.1	28	10	3	10	10	0
C=CCNC(=S)NNC(=O)c1ccccc1OCC
  -14	-6	1	4	-0.7	-20	-3	-2	9	-8	5
CCCN1C2=NCCCN2c2ccccc21
  2	1	10	-4	0.0	4	-5	6	7	7	-2
CCOC(=O)c1sc(NC(=O)/C=C/c2ccc(F)cc2)nc1C
  8	-2	2	2	-1.5	9	-17	-6	7	16	5
CCCCc1c(O)nc(SCCN(C)C)n(-c2ccccc2)c1=O
  -10	-3	0	4	-1.9	7	-5	-6	10	19	-7
O=C(O)C1C2C=CC(C2)C1C(=O)NC(c1ccccc1)c1ccccc1 (configuration not stated)
  -13	-10	-3	-12	-1.7	21	7	6	0	6	-8
Cc1ccccc1NC(=O)CCCn1nc(C)c2c(C)n(-c3ccccc3)nc2c1=O
  13	3	16	-8	-2.1	-14	-6	-5	6	1	3
CC(=O)OC(C)(C)/C=C/C(=O)[C@](C)(O)C1[C@H](O)C[C@@]2(C)C3CC=C4C(C=C(O[C@@H]5O[C@H](CO)[C@@H](O)[C@H](O)[C@H]5O)C(=O)C4(C)C)[C@]3(C)C(=O)C[C@]12C (some centres not stated)
  22	-7	-6	-2	-0.7	35	8	14	-25	-8	1
O=C1c2ccccc2S(=O)(=O)N1CC(O)COc1ccc(Cl)cc1 (configuration not stated)
  1	4	-2	-3	2.0	12	-1	0	-9	17	2
CC(=O)/C(=N\Nc1ccccc1)Oc1ccc([N+](=O)[O-])cc1
  -17	-4	2	4	-0.5	2	-2	0	-1	10	3
O=C(Cc1ccccc1)Nc1ccc(NC(=O)C2CC2)nc1
  -23	0	-2	-10	-0.5	-9	-15	-1	-16	9	5
NS(=O)(=O)c1cccc(NC(=O)COC(=O)c2cc(-c3ccc(Cl)cc3)nc3ccccc23)c1
  -10	0	14	-4	2.3	-31	-4	-1	-9	4	8
Cc1ccsc1C(=O)NNC(=O)Nc1ccc(Cl)c(Cl)c1
  -8	-8	5	-3	-0.5	-23	-19	0	-9	-33	0
O=C(Nc1ccc2nc3n(c(=O)c2c1)CCCCC3)c1ccccc1Cl
  -19	4	5	3	-0.8	-16	-23	0	12	-6	1
